AMPAR-TARP mod = GluA2-stargazin AMPA receptor complex modulation | O88602+P19491 | HEK293 GluA2+stargazin, membrane potential dye (FDSS), glutamate EC50; hits were called plate by plate, in both directions | calls only at 30 µM | actives 3.5% (n = 40,000);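 active = any of four per-well response measures lying three or more SD from its plate-wide compound average, in either direction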
Target sequence (O88602 whole entry, looked up): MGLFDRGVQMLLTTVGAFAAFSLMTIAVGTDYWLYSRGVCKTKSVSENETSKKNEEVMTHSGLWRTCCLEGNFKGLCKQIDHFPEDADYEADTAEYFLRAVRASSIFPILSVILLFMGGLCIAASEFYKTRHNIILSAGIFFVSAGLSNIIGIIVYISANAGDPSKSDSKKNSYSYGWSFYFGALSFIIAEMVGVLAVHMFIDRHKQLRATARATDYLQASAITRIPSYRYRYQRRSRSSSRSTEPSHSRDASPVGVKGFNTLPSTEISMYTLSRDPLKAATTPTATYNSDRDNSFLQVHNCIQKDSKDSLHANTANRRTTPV
Target sequence (P19491 whole entry, looked up): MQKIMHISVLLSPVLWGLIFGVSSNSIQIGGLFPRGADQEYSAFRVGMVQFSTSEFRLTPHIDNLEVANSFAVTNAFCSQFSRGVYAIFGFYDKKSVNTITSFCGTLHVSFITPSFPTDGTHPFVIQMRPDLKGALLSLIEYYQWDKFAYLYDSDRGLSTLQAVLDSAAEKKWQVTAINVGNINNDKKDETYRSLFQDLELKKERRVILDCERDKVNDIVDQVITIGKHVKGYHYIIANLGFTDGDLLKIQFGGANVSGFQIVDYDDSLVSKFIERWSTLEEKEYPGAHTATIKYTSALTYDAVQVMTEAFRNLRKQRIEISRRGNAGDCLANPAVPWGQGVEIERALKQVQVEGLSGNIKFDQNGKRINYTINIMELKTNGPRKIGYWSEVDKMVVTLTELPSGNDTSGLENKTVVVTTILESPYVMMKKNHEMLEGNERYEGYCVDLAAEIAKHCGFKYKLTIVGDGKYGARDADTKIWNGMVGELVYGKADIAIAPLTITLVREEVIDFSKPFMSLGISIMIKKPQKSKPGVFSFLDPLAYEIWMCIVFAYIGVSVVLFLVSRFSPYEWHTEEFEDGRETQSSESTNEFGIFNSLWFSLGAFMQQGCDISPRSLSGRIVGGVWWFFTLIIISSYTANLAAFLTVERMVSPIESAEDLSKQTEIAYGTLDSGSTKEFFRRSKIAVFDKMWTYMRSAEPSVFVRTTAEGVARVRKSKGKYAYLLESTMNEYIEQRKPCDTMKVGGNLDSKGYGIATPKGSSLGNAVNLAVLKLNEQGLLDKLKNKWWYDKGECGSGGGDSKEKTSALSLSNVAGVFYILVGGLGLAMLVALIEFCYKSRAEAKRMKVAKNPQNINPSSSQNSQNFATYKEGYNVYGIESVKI
AMPAR-TARP mod agonism max-min = recorded beside AMPAR-TARP mod, whose call it bears; compound max-min signal; compound-alone response (agonism);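 unitless range of fluorescence divided by baseline over first 100 seconds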
AMPAR-TARP mod glutamate slope = recorded beside AMPAR-TARP mod, whose call it bears; glutamate slope, % of max; measured here: glutamate response slope, % max;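 scaled per plate between vehicle wells and maximal 1 mM glutamate control wells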
Starred values were filed as active, the others as inactive; i = inactive; + = active, no number. This is a subset. The share of hits here may be higher or lower than overall.

Under each structure: AMPAR-TARP mod, AMPAR-TARP mod agonism max-min, AMPAR-TARP mod glutamate slope
- Cc1ccc(Cn2nc(-c3ccc(C)c(C)c3)ccc2=O)cc1
    i, 0.0695, 68.3
- CN(Cc1ccccc1)S(=O)(=O)c1ccc(-c2nc(C#N)c(NCC3CCCO3)o2)cc1 (centres undefined)
    i, 0.15, 55.9
- COCCn1nnn(-c2ccc(NC(=O)Nc3cccs3)cc2)c1=O
    i, 0.13, 28.5
- COc1ccc(C(=O)Nc2ccc3c(c2)CCC(=O)N3)cc1OC
    i, 0.0878, 54.0
- Cc1ccc(C(=O)Nc2sc3c(c2-c2nc4ccccc4s2)CCN(C(C)C)C3)c(C)c1
    i, 0.0728, 61.7
- CC(Nc1nc2c(c(=O)[nH]c(=O)n2C)n1CC(O)COc1ccc(Cl)cc1)C(=O)O (centres undefined)
    i, 0.0604, 74.0
- CNC(=O)C(=O)NCC1OCCCN1S(=O)(=O)c1ccccc1 (centres undefined)
    i, 0.11, 66.8
- Cc1cc(C)n(CCNC(=O)CC2CCCC2)n1
    i, 0.123, 56.3
- C=CCn1c(N/N=C/c2cccc(OC)c2O)nc2c1c(=O)n(C)c(=O)n2C
    +, 0.25*, 77.6*
- Cc1cc(C)c(S(=O)(=O)NCCC(=O)Nc2ccccc2)cc1N(C)S(C)(=O)=O
    i, 0.137, 64.2
- CC(C)c1nnc(C2CCN(C(=O)c3ccc(F)cc3Cl)CC2)o1
    i, 0.108, 54.8
- Cc1cc(C)cc(-n2c(C)c(C)n3c4c(=O)n(CCN5CCOCC5)c(=O)n(C)c4nc23)c1
    i, 0.061, 19.3
- COC(=O)Cn1c(=O)c2c(nc3n2CC(C)CN3c2cccc(OC)c2)n(C)c1=O (centres undefined)
    i, 0.0974, 57.1
- COc1ccc(NC(=O)c2ccc(S(=O)(=O)N(Cc3ccccc3)C(C)C)cc2)cc1
    i, 0.0647, 59.1
- O=C(COc1ccc(Cl)cc1Cl)N(CCc1ccccc1)Cc1ccccn1
    i, 0.095, 67.0

The last 2 compounds of the section before come first, to join the parts:
Under each structure: AMPAR-TARP mod, AMPAR-TARP mod agonism max-min, AMPAR-TARP mod glutamate slope
- COc1ccc(NC(=O)c2ccc(S(=O)(=O)N(Cc3ccccc3)C(C)C)cc2)cc1
    i, 0.0647, 59.1
- O=C(COc1ccc(Cl)cc1Cl)N(CCc1ccccc1)Cc1ccccn1
    i, 0.095, 67.0
- NC(=O)C1CCN(C(=O)Cc2cc(-c3ccc4c(c3)OCO4)on2)CC1
    i, 0.0568, 39.7
- CSc1ccc(-c2noc(CSc3nc4cc5c(cc4c(=O)n3C)OCO5)n2)cc1
    i, 0.092, 44.7
- Cc1cc(C)n(CCN2CCN(S(=O)(=O)c3ccc4ccccc4c3)CC2)n1
    i, 0.127, 33.4
- COc1ccc(S(=O)(=O)c2cnc(SCC(=O)Nc3ccccc3OC)[nH]c2=O)cc1
    i, 0.153, 43.7
- Cc1cc(NCCN2CCOCC2)n2ncc(-c3ccccc3Cl)c2n1
    i, 0.133, 60.6
- CCNc1cc(C)nc(N2CCN(S(=O)(=O)c3ccccc3Cl)CC2)n1
    i, 0.109, 66.1
- CCC(C)NC(=O)C(=O)Nc1c2c(nn1-c1ccc(Cl)cc1)CSC2 (centres undefined)
    i, 0.0241, 42.8
- O=C(Cc1cc(-c2cc3ccccc3o2)on1)NCCCc1ccccc1
    i, 0.0699, 46.2
- NC(=O)c1oc2ccccc2c1NC(=O)CCCS(=O)(=O)c1ccccc1
    i, 0.0704, 70.3
- Cn1c(=O)c2cc(C(=O)NC3CCCCCC3)sc2n(C)c1=O
    i, 0.133, 35.1
- O=c1c2cn[nH]c2nc(SCc2nc(-c3ccc(Cl)cc3)no2)n1-c1ccccc1
    i, 0.0354, 39.2
- COc1cc(-c2nnc(NC(=O)c3ccno3)o2)cc(OC)c1OC
    i, 0.138, 62.5
- COc1cc(-c2ccc(SCC(=O)Nc3ccc(C(C)=O)cc3)nn2)cc(OC)c1OC
    i, 0.025, 63.1
- O=C(Cc1ccccc1)Nn1c(SCc2cccc(Cl)c2)nc2ccccc2c1=O
    i, 0.125, 58.8
- COc1ccc(NC(=O)CSc2nccn(-c3cc(C)cc(C)c3)c2=O)cc1
    i, 0.0375, 47.7
- Cc1sc(NC(=O)c2ccc(S(=O)(=O)N(C)C3CCCC3)cc2)c(C#N)c1C
    i, 0.0522, 46.8
- CC(=O)N1CC(C(=O)Nc2ccc(Br)c(C)c2)C1
    i, 0.13, 62.3
- CCCN1CCCc2cc(CCNS(=O)(=O)CC(C)C)ccc21
    i, 0.0767, 64.1
- O=C(COc1ccc(F)cc1)N1CCN(c2ccc3nnc(C4CC4)n3n2)CC1
    i, 0.0856, 51.7
- O=c1c2ccccc2nc(SCc2nc(-c3cccs3)no2)n1Cc1ccco1
    i, 0.084, 55.4
- COc1ccc(OC)c(NC(=O)C(=O)NCC(c2ccco2)N(C)C)c1 (centres undefined)
    i, 0.0783, 84.3
- Cn1c(=O)[nH]c(=O)c2c1nc(N1CCN(CC(N)=O)CC1)n2Cc1ccc(Cl)c(Cl)c1
    i, 0.0726, 34.0
- O=C(Nc1sc2c(c1-c1nc3ccccc3s1)CCCC2)c1ccc(C(=O)c2ccccc2)cc1
    i, 0.085, 31.0
- CC(C)Oc1ccc(C(=O)NNC(=O)c2ccc(=O)n(Cc3ccccc3)c2)cc1
    i, 0.0668, 46.5
- Cc1cccc(C)c1NC(=O)C(=O)NCC(c1cccn1C)N1CCOCC1 (centres undefined)
    i, 0.0798, 58.9
- O=C1CC(c2nc3ccccc3n2CC2CCCCC2)CN1CCc1ccccc1 (centres undefined)
    +, 0.147*, 102.0*
- CCOC(=O)c1cn[nH]c1S(=O)(=O)Nc1ccc(C(N)=O)cc1
    i, 0.115, 69.0
- COc1ccc(NC(=O)c2ccccc2C)cc1N1CCCCC1=O
    i, 0.0229, 46.4
- Cc1ccccc1-c1ccc(=O)n(Cc2cccc([N+](=O)[O-])c2)n1
    i, 0.101, 94.6
- O=C(NCC(c1ccsc1)N1CCCC1)c1ccc(Br)o1 (centres undefined)
    i, 0.0225, 47.6

Record cards, from the list above.
Shown for `CCCN1CCCc2cc(CCNS(=O)(=O)CC(C)C)ccc21` = AMPAR-TARP mod = i; AMPAR-TARP mod agonism max-min = 0.0767; AMPAR-TARP mod glutamate slope = 64.1
Shown for `COc1ccc(NC(=O)c2ccccc2C)cc1N1CCCCC1=O` = AMPAR-TARP mod = i; AMPAR-TARP mod agonism max-min = 0.0229; AMPAR-TARP mod glutamate slope = 46.4
Shown for `CCOC(=O)c1cn[nH]c1S(=O)(=O)Nc1ccc(C(N)=O)cc1` = AMPAR-TARP mod = i; AMPAR-TARP mod agonism max-min = 0.115; AMPAR-TARP mod glutamate slope = 69.0

Later entries:
molecule | AMPAR-TARP mod | AMPAR-TARP mod agonism max-min | AMPAR-TARP mod glutamate slope
O=S(=O)(c1ccccc1Br)N1CCC(c2cccs2)CC1 | i | 0.0921 | 75.7
CCOC(=O)C(=O)NCCC1=CCCCC1 | i | 0.0473 | 62.2
CCOc1ccc(S(=O)(=O)N2CCC3(CC2)C(=O)N(C)C(=O)N3C)cc1 | i | 0.0685 | 50.9
CCOc1ccc(C(=O)NCCN2CCn3cc(OC)c(=O)cc3C2=O)cc1OCC | i | 0.0829 | 65.5
O=C(c1ccco1)N1CCN(C(=O)C2COCC(=O)N2Cc2ccccc2)CC1 (centres undefined) | i | 0.0649 | 53.6
CN(CC(=O)NCC#CCN1CCc2ccccc2C1)S(C)(=O)=O | i | 0.0741 | 52.3
O=C(Cn1nc(-c2ccco2)ccc1=O)Nc1cccc([N+](=O)[O-])c1 | i | 0.0426 | 45.0
O=C(CCc1csc(NS(=O)(=O)c2ccccc2)n1)Nc1ccc(OC(F)(F)F)cc1 | i | 0.106 | 52.0
CC1CC(C)CN(CC(O)COc2ccccc2Br)C1 (centres undefined) | i | 0.0385 | 52.5
O=S(=O)(NCC(O)(c1ccccc1)C(F)(F)F)c1ccc(Cl)s1 (centres undefined) | i | 0.184 | 38.3
C=Cc1ccc(CN2C(=O)N(c3ccc(CC)cc3)C3CS(=O)(=O)CC32)cc1 (centres undefined) | + | 0.116* | 1.5*
N#C/C(=C\N1CCN(Cc2ccccc2)CC1)C(=O)Nc1ccc(F)cc1 | i | 0.141 | 76.8
Cc1cc(N2CCN(CCOc3cccc4ccccc34)CC2)n2nc(C(F)(F)F)nc2n1 | i | 0.113 | 57.7
CCCNC(=O)CCCn1c(=S)[nH]c2cc(C(=O)OC)ccc2c1=O | i | 0.131 | 61.2
Cc1nnc2ccc(N3CCN(C(=O)CSc4nc5ccccc5s4)CC3)nn12 | i | 0.0759 | 48.3
COc1ccc2nc(-c3ccc(C)c(NC(=O)C(C)Oc4ccc5c(c4)OCO5)c3)cn2n1 (centres undefined) | i | 0.0928 | 56.7
CCCN1C(=O)CC(Sc2ncccc2C(=O)O)C1=O (centres undefined) | i | 0.0826 | 50.5
COCCNC(=O)COc1ccc(Br)cc1C(C)(C)C | i | 0.067 | 79.1
C=CCOCC(O)CN1CCN(c2ccccc2OC)CC1 (centres undefined) | i | 0.0946 | 57.9
O=C(CCC1=NS(=O)(=O)c2ccccc2N1)NCCCc1ccco1 | i | 0.0929 | 51.3
COC(=O)c1ccc2c(=O)n(Cc3cccc(OC)c3)c(=S)[nH]c2c1 | i | 0.0683 | 66.1
COc1ccccc1-c1cc(C(=O)N2Cc3nn(C(C)(C)C)c(-n4cccc4)c3C2)[nH]n1 | i | 0.108 | 60.9
Cc1ccc(C)c2sc(N(CCN3CCOCC3)C(=O)c3cccc(N4C(=O)CCC4=O)c3)nc12 | i | 0.124 | 54.3
O=C(Cc1cc(-c2cc3ccccc3o2)on1)Nc1ccc(C(F)(F)F)cc1 | i | 0.0718 | 48.5
Cc1ccc(NC(=O)CC(C)n2cncn2)cc1 (centres undefined) | i | 0.0782 | 66.4
CCOC(=O)N1CCN(C2CC(=O)N(c3ccc(I)cc3C)C2=O)CC1 (centres undefined) | i | 0.107 | 56.8
Cc1ccc(S(=O)(=O)c2[nH]c(-c3ccccc3)nc2SCC(=O)c2ccncc2)cc1 | i | 0.0691 | 47.2
N#C/C(=C\N1CCN(c2cccc(Cl)c2)CC1)C(=O)NCc1ccco1 | i | 0.164 | 76.9
COc1ccc(S(=O)(=O)CC(=O)N(CCCN2CCOCC2)c2nc3ccccc3s2)cc1 | i | 0.0356 | 31.1
Cc1ccsc1C(O)CNS(=O)(=O)c1ccc(OCC(C)C)cc1 (centres undefined) | i | 0.116 | 33.7
O=C(CSC1CCCC1)N1CCN(c2ccc(-c3ccco3)nn2)CC1 | i | 0.0454 | 36.9
COc1ccc(C(=O)N(Cc2ccco2)c2nc3c(C)c(C)ccc3s2)cc1OC | i | 0.0946 | 61.1
COc1cccc(C(=O)CSc2cc(N3CCOCC3)ncn2)c1 | i | 0.107 | 64.3
CCOC(=O)Cc1csc(NC(=O)Cc2cc(-c3ccccc3F)on2)n1 | i | 0.0567 | 47.9
Cc1ccc(C)c(N2C(=O)N(Cc3ccc(C#N)cc3)c3ccccc3S2(=O)=O)c1 | i | 0.11 | 58.3
CC(Oc1ccccc1)C(=O)N1CCN(CC(=O)c2cccs2)CC1 (centres undefined) | i | 0.0534 | 65.3
Cc1ccc(Cl)cc1N1CCN(CC(O)COc2ccc(F)cc2)CC1 (centres undefined) | i | 0.0432 | 59.4
O=C(CN1CCN(c2nccn2-c2cccc(Cl)c2)CC1)Nc1ccc(F)cc1F | i | 0.0388 | 46.6
O=C1CC(N2CCN(Cc3ccccc3)CC2)C(=O)N1C1CCCCC1 (centres undefined) | i | 0.0716 | 50.7
COc1cc(OC)cc(C(=O)Nc2cc3c4c(c2)CCC(=O)N4CCC3)c1 | i | 0.072 | 48.9
COc1ccccc1OCC(O)CN1CCN(CCO)CC1 (centres undefined) | i | 0.13 | 49.5
COc1cccc(OC)c1OCC(O)CN1CCN(Cc2ccccc2)CC1 (centres undefined) | i | 0.0403 | 52.8
CS(=O)(=O)N1CCN=C1SCc1ccc(Cl)cc1Cl | i | 0.0942 | 58.4
COc1ccc(S(=O)(=O)NCCC(=O)N2CCCCC2)cc1N(C)S(=O)(=O)c1ccccc1 | i | 0.0496 | 41.5
CCCS(=O)(=O)N1CCCc2ccc(NS(=O)(=O)c3ccc(OC)c(Cl)c3)cc21 | i | 0.105 | 70.2
Cc1ccc(-c2ccc(N3CCN(C(=O)c4ccc5c(c4)OCO5)CC3)nn2)c(C)c1 | i | 0.0359 | 38.5
CCNc1cc(C)nc(NCCNS(=O)(=O)c2cccs2)n1 | i | 0.136 | 68.4
Cc1csc(C(=O)NCC2CCN(C(=O)Nc3ccc(F)cc3)CC2)c1 | i | 0.0354 | 55.1
Cc1cc(C(=O)Nc2cccc(N3CCCCC3=O)c2)c(C)o1 | i | 0.0743 | 61.1
COCCNC(=O)Cc1cc(-c2cc3ccccc3o2)on1 | i | 0.0646 | 47.5
Cc1ccc(Cl)cc1N1CCN(S(=O)(=O)N2CCCCC2)CC1 | i | 0.0622 | 60.7
CCOc1ccc2nc(NC(=O)c3ccc(=O)n(Cc4ccccc4Cl)c3)sc2c1 | i | 0.136 | 51.8
CC(C)Sc1ccc(C(=O)Nc2ccc(S(N)(=O)=O)cc2)cc1 | i | 0.048 | 52.2
Cc1cc(NC(=O)CSc2ncnc3c2nnn3C)no1 | i | 0.0758 | 32.8
CS(=O)(=O)N1CCC(CNC(=O)C(=O)Nc2ccc3c(c2)OCCO3)CC1 | i | 0.128 | 57.6
COCCn1c(-n2nc(C)cc2C)nc2c1c(=O)n(Cc1ccc(C)cc1)c(=O)n2C | i | 0.0483 | 43.6
COc1ccc2nc(-c3ccc(C)c(NS(=O)(=O)c4ccc(Cl)s4)c3)cn2n1 | i | 0.0747 | 57.6
CCc1ccc(NC(=O)CSc2c(CC(C)C)cnc3c2c(=O)n(C)c(=O)n3C)cc1 | i | 0.0466 | 60.7
COc1ccc(S(=O)(=O)Nc2ccc3c(c2)CCCN3C(=O)c2ccccc2)cc1F | i | 0.133 | 86.5
Cn1nccc1-c1nnc(NC(=O)C23CC4CC(CC(C4)C2)C3)o1 | i | 0.0491 | 34.5
